# Compound activity from PubChem BioAssay.
# Apaf-1 inh = human Apaf-1 inhibition. O14727. reconstituted apoptosome caspase-3 activity, DEVD-Rh110 fluorescence. inhibition, % at 20 µM. actives 0.71% (n = 330,000); active = inhibition of at least 40% at 20 µM;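 note: plate controls were DMSO wells for no effect and DEVD-CHO caspase inhibitor wells for full effect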
#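 Material: cell-free apoptosome with Apaf-1, procaspase-3 and caspase-9; Buffer or medium: Hepes pH 7.5 with detergent and BSA; Reagent: cytochrome c trigger plus (Z-DEVD)2-Rh110 caspase-3 substrate; Times: compound with Apaf-1, dATP, procaspase-3 30 min, then 50 min reaction, room temperature; Technique: Rh110 fluorescence intensity.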
# 697 NFkB inh = lowers PMA/ionomycin-induced NF-kB signal in 697 B cells | inhibition, % at 4 µM | actives 0.33% (n = 330,000) | AID 435022 | 697 B-cell NF-kB luciferase reporter, 16 h; in the data active = inhibition above about 35%
# UBC13 polyUb = blocks human UBC13 polyubiquitin chain formation; P61088; TR-FRET; inhibition, % at 20 µM; actives 0.47% (n = 330,000); in the data active = inhibition above about 45%, passing the limit was not always enough
# Target sequence (P61088 whole entry, looked up): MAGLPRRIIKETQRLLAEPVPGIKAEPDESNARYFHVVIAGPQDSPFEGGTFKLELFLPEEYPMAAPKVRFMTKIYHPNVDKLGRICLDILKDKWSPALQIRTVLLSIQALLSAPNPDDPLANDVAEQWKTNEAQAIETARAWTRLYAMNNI
# SENP8 inh = blocks the human protease SENP8; Q96LD8; purified SENP8, Z-RLRGG-aminoluciferin cleavage, luminescence; inhibition, % at 10 µM; actives 1.2% (n = 330,000)
# Target sequence (Q96LD8 whole entry, looked up): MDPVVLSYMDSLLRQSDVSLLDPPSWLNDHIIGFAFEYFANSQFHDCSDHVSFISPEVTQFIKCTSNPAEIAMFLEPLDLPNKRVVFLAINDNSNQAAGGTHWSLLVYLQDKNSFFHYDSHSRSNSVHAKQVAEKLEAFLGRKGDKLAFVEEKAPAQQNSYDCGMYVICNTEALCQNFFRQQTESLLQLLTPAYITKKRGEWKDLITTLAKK
# Gli-Sufu block = antagonists of Gli-Sufu signaling; Sufu-KO-LIGHT fibroblasts, Gli luciferase reporter luminescence; inhibition, % at 5 µM; actives 0.74% (n = 340,000);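 active = inhibition above about 55%, limit read from the data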;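 note: 0% = DMSO-treated cells and 100% = wells with medium but no cells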
# EBI2 block = blocks human EBI2 receptor beta-arrestin signaling | P32249 | EBI2 beta-arrestin recruitment, luminescence, 7a,25-OHC stimulated | inhibition, % at 5 µM | actives 0.81% (n = 360,000); in the data active = inhibition above about 38%;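 note: enzyme fragment complementation signal reports receptor beta-arrestin coupling in cells; 0% = agonist plus DMSO wells and 100% = wells without agonist; some results beyond the cut were filed as inactive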
# Target sequence (P32249 whole entry, looked up, the tested form may be a part): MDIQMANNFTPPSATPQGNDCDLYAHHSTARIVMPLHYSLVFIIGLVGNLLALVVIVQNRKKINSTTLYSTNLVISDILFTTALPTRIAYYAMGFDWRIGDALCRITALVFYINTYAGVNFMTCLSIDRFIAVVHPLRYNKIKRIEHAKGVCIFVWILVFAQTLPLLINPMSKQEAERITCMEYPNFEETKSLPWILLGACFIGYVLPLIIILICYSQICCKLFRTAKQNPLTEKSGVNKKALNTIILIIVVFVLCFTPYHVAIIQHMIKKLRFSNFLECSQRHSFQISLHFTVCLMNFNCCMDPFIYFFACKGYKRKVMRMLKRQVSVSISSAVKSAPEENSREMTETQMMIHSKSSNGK
# Jurkat NFkB inh = lowers PMA/ionomycin-induced NF-kB signal in Jurkat cells. inhibition, % at 4 µM. actives 0.53% (n = 330,000). AID 435003. PMA/ionomycin-induced NF-kB luciferase reporter, luminescence
# CCR6 antagonist = antagonists of human CCR6 receptor; actives 0.49% (n = 340,000); CHO-K1 CCR6 PathHunter beta-arrestin, luminescence, CCL20-stimulated; inhibition, % at 20 µM; P51684; AID 493098;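 active = compounds whose inhibition of the agonist-driven luminescence signal at 20 µM reaches about 50%, limit read from the data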;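 note: cells stimulated with CCL20 at 14 nM final; plate controls were DMSO with CCL20 for no effect and DMSO without agonist for full effect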
# * = called active by the depositor; / = not tested or not shown; & = joins results of further samples. Cut-off read from the data, not from the text of the source, unless noted: active = inhibition above about 50%; inactive = the rest. A portion of the library; rates above refer to the full screens.
# Results follow in this order: Apaf-1 inh	697 NFkB inh	UBC13 polyUb	SENP8 inh	Gli-Sufu block	EBI2 block	Jurkat NFkB inh	CCR6 antagonist
Cn1c(=O)c2c(nc(CN3CCN(c4ccccc4F)CC3)n2CCCc2ccccc2)n(C)c1=O
    24	17	9	9	-12	-2	3	13
COc1cc(CCN2C(=O)N[C@@H](CCc3ccccc3)C(C(C)=O)=C2C)cc(OC)c1OC
    8	-6	-8	-2	-1	/	7	3
Cc1csc(SCC(=O)Nc2cc(S(=O)(=O)N(C)C)ccc2C)n1
    -1	3	3	-1	-1	-3	5	12
CCSc1nc(-c2ccccc2)nc2c1CCCC2
    11	10	2	0	6	-4	-1	-1
CCOC(=O)c1ccc(NC(=O)CSc2nnc(C3CC3)n2CC)cc1
    11	-13	-5	-12	-2	-2	-13	1
CCc1noc(C)c1C(=O)N1CCN(S(=O)(=O)c2ccccc2C(F)(F)F)CC1
    37	-5	-5	-1	1	-1	-6	6
CCOC(=O)c1cccnc1SC(CC)C(=O)N1CCOCC1 (stereo unspecified)
    7	-21	-12	-2	7	-5	-5	-22
COc1ccccc1-c1noc2ncnc(Nc3cccc(C)c3)c12
    16	-4	10	1	5	15	17	11
Cc1ccc(O)c(C(=O)c2cnc3c(c2)c(C)nn3-c2ccccc2)c1
    6	11	0	-5	-7	14	8	8
O=C(N/N=C/c1ccccc1)c1cc[n+]([O-])cc1
    10	7	-8	-4	33	-6	0	18
COC(C[C@@H](O)C[C@@H](O)COCc1ccccc1)OC
    3	-10	-6	2	-23	-1	9	2
Cc1ccc(C)c(NC(=O)CN(C)C(=O)C2CCN(S(=O)(=O)c3ccc4c(c3)OCCO4)CC2)c1
    -2	11	-1	9	-4	-7	7	-3
Cc1cccnc1NC(=S)NC(=O)c1oc2ccccc2c1C
    5	-78	0	18	-86	-5	-74	31
COc1ccccc1C(=O)NCC(=O)N1CCN(S(=O)(=O)c2ccccc2C(F)(F)F)CC1
    -1	14	2	-7	1	3	12	3
c1ccc(-c2csc(NNC3=NCCCCC3)n2)cc1
    24	-83	3	-3	-23	9	-73	46
O=[N+]([O-])c1ccc(Cl)c(-c2ccc(/C=N/n3cnnc3)o2)c1
    3	4	0	2	4	3	9	-2
Cc1ccc([N+](=O)[O-])cc1S(=O)(=O)NCCc1c(C)[nH]c2c(C)cccc12
    2	16	6	13	0	4	6	22
O=C1NN(c2ccccc2)C(=O)/C1=C\c1ccccc1OCC(=O)N1CCOCC1
    0	8	-10	3	1	-10	10	-7
Cc1cccc(N(C(=O)c2csnn2)C(C(=O)NC(C)(C)C)c2cccnc2)c1 (stereo unspecified)
    -5	4	0	1	6	-2	1	7
COc1ccc(N2C(=O)CC(N3CCN(C4CCc5ccccc5C4)CC3)C2=O)cc1 (stereo unspecified)
    5	-11	-12	-4	-2	-4	7	7
CC(C)/C(C=O)=C(/NC1CCCCC1)c1ccccc1
    2	-4	3	-5	7	-10	11	11
Cc1ccc(NC2=C(Cl)C(=O)N(C3CCCCC3)C2=O)cc1
    -10	-29	-4	-9	-1	5	-20	5
Cc1cccc(N(C(=O)c2sc(C)nc2C)C(C(=O)NCC2CCCO2)c2ccccc2)c1 (stereo unspecified)
    6	4	2	8	4	0	9	8
O=C(COC(=O)c1c(F)cccc1Cl)NC1CCCC1
    -10	-13	0	-3	-20	-15	-29	17
Cc1ccc(/C=N/N=C/c2ccc(C)s2)s1
    5	-210	-2	41	-110	5	-137	13
CCOc1cc(N2CCOCC2)c(OCC)cc1NC(=O)c1c(C)noc1C
    2	7	-5	8	-2	2	11	2
Cc1ccc(-c2c[n+](CC(=O)c3ccc(Br)cc3)c3n2CCCCC3)cc1
    5	-29	18	0	77*	-21	8	1
COc1ccc(C(CNC(=O)COc2ccc(F)cc2Cl)N2CCOCC2)cc1 (stereo unspecified)
    6	0	-2	-11	13	7	-10	12
Cc1ccccc1COc1ccc(/C=N/NC(=O)c2nnn(-c3nonc3N)c2CN2CCC(C)CC2)cc1
    13	-32	-2	-10	7	-2	-16	4
CC(C)(O)C#Cc1ccc(C(=O)NCc2ccccc2F)cc1
    -5	-9	7	-2	-8	-1	-14	-7

# More entries follow:
# Results follow in this order: Apaf-1 inh	697 NFkB inh	UBC13 polyUb	SENP8 inh	Gli-Sufu block	EBI2 block	Jurkat NFkB inh	CCR6 antagonist
Cc1cc(NC(=O)CCC(=O)N(c2ccccc2)C(C(=O)NC2CCCC2)c2ccncc2)no1 (stereo unspecified)
    -5	8	8	-3	-3	8	1	-4
Cc1ccc(OCc2cc(C(=O)NC3CCCCC3)no2)cn1
    5	-40	1	7	57*	3	6	-7
CCOC(=O)N1CCN(C(=O)CSc2nc3c([nH]c4ccccc43)c(=O)n2CCOC)CC1
    3	4	-8	4	14	-5	9	8
CC(=O)c1sc(NCCOc2ccc(C)cc2)nc1C
    1	-45	-2	-15	-24	-3	-24	14
COc1ccc([N+](=O)[O-])cc1N(CC(O)CN1CCCCC1)S(=O)(=O)c1ccc(C)cc1 (stereo unspecified)
    -1	-2	-6	-2	10	8	-10	12
C[C@@H]1CN([C@@H](C)CO)C(=O)c2cc(N(C)C)ccc2O[C@@H]1CN(C)Cc1ccncc1
    6	-9	0	3	-5	-12	1	-9
Cc1nn(CC(=O)N/N=C/c2cccs2)c(C)c1[N+](=O)[O-]
    -2	-5	2	-2	10	-1	-10	16
COc1cc(/C=N/Nc2nc(C)cc(=O)[nH]2)cc(OC)c1O
    8	-2	1	-3	8	-21	31	-2
O=C(CNC(=O)Cc1ccccc1)NCC(=O)N1CCN(C(c2ccccc2)c2ccccc2)CC1
    9	-5	1	8	14	-11	-10	-6
O=[N+]([O-])c1cc(-c2nnc(Nc3ccc(O)cc3)c3ccccc23)ccc1N1CCOCC1
    19	3	-18	-1	-7	6	-9	26
COCCNCC(=O)NC12CC3CC(CC(C3)C1)C2
    8	-26	-14	-5	5	-10	-8	-5
CCOC(=O)Nc1sc(C(=O)N(CC)CC)c(C)c1C(=O)OCC
    9	0	9	-5	-3	8	-11	5
O=C1CN(C(=O)c2ccccc2[N+](=O)[O-])C(c2ccccc2)c2cc(Br)ccc2N1 (stereo unspecified)
    16	5	-10	-10	6	3	6	9
c1ccc(Oc2nc(NCc3ccco3)nc(NCc3ccco3)n2)cc1
    9	-7	0	2	12	7	-2	16
Cc1cc(C(=O)COC(=O)Cn2c(C(F)(F)F)nc3ccccc32)c(C)n1Cc1ccco1
    13	-6	2	-1	4	7	-5	14
CC(C)COc1ccc(-c2nnc(-c3ccncc3)o2)cc1
    3	-178	1	27	-64	-4	-84	-3
CCN(CC)C(=O)C12CC3CC(CC(Cl)(C3)C1)C2
    -4	2	-2	3	-8	1	2	10
Cc1ccc(OCC(=O)NNC(=O)C2CCN(c3nc(C)cc(C)n3)CC2)cc1
    -15	20	8	-2	-9	43	11	-8
CC(C)(C)NC(=O)/C=C/c1ccc(C(F)(F)F)cc1
    2	0	-13	-8	-20	7	-37	21
CCOC(=O)c1c(N)sc(C(=O)N2CCCCC2)c1C
    8	4	-2	-5	1	-9	5	-15
CCOc1cc(C(=O)OCC(=O)N(C)c2ccccc2)cc(OCC)c1OCC
    21	1	5	2	/	-10	2	19
CCN(c1ccccc1)S(=O)(=O)c1ccc(C(=O)Nc2nccs2)cc1
    0	4	0	0	0	-1	9	-6
CCN=C1S/C(=C/c2ccc(-c3ccc(Cl)cc3C(=O)O)o2)C(=O)N1CC
    23	14	-8	4	15	-10	-2	7
O=C(NCc1ccccc1F)C1CCN(C(=O)Nc2ccc(F)cc2)CC1
    -2	2	-2	6	5	29	6	-4
Cc1cc(C)c(N(C(=O)CN2C(=O)c3ccccc3S2(=O)=O)C(C(=O)NCC2CCCO2)c2ccc(F)cc2)c(C)c1 (stereo unspecified)
    26	-11	2	-4	1	-3	-2	2
COc1ccccc1N1CCN(C(=S)Nc2ccccc2)CC1
    -3	-24	2	-5	-15	-5&-11	-18	6
Cc1cc(NS(=O)(=O)c2ccc(NC(=O)Cc3cccs3)cc2)no1
    1	12	6	-9	-7	-3	0	2
O=C(CN1CCN(S(=O)(=O)c2ccc(Cl)s2)CC1)N1CCCCC1
    3	-17	-8	-1	-2	-6	-1	3
Cc1nn(C)cc1NC(=O)CCSc1nc(-c2ccco2)cc(C(F)(F)F)n1
    7	20	-10	6	7	-6	11	7
O=C(CN1C(=O)NC2(CCCC2)C1=O)NCCc1ccccc1
    -2	7	-7	-10	-3	-12	0	3

# Continued.
# Results follow in this order: Apaf-1 inh	697 NFkB inh	UBC13 polyUb	SENP8 inh	Gli-Sufu block	EBI2 block	Jurkat NFkB inh	CCR6 antagonist
CCOc1ccc(CCNC(=O)c2cc3sccc3n2C)cc1OCC
    -7	-15	5	-3	5	6	-1	-2
COC(=O)c1ccccc1NS(C)(=O)=O
    -3	4	-8	-13	-2	-12	5	-6
COc1ccc(/C=N/NC(=O)c2nc(Cl)c(Cl)c(N)c2Cl)cc1COc1ccc(F)cc1F
    9	-74	-32	-2	8	-2	-7	-8
COc1ccc(Cl)cc1NC(=O)CN(C)C(=O)c1cc2ccccc2cc1OC
    16	-18	14	3	-5	6	-5	2
C[C@H](CO)N1C[C@H](C)[C@@H](CN(C)C(=O)Nc2ccc3c(c2)OCO3)Oc2c(NS(=O)(=O)c3ccccc3)cccc2C1=O
    13	2	0	-11	-4	8	2	8

# In the list so far, 12 contain fluorine.
# Results follow in this order: Apaf-1 inh	697 NFkB inh	UBC13 polyUb	SENP8 inh	Gli-Sufu block	EBI2 block	Jurkat NFkB inh	CCR6 antagonist
Cn1c(=O)c2c(nc(CN3CCN(c4ccccc4F)CC3)n2CCCc2ccccc2)n(C)c1=O
    24	17	9	9	-12	-2	3	13
CCc1noc(C)c1C(=O)N1CCN(S(=O)(=O)c2ccccc2C(F)(F)F)CC1
    37	-5	-5	-1	1	-1	-6	6
COc1ccccc1C(=O)NCC(=O)N1CCN(S(=O)(=O)c2ccccc2C(F)(F)F)CC1
    -1	14	2	-7	1	3	12	3
O=C(COC(=O)c1c(F)cccc1Cl)NC1CCCC1
    -10	-13	0	-3	-20	-15	-29	17
COc1ccc(C(CNC(=O)COc2ccc(F)cc2Cl)N2CCOCC2)cc1 (stereo unspecified)
    6	0	-2	-11	13	7	-10	12
CC(C)(O)C#Cc1ccc(C(=O)NCc2ccccc2F)cc1
    -5	-9	7	-2	-8	-1	-14	-7
Cc1cc(C(=O)COC(=O)Cn2c(C(F)(F)F)nc3ccccc32)c(C)n1Cc1ccco1
    13	-6	2	-1	4	7	-5	14
CC(C)(C)NC(=O)/C=C/c1ccc(C(F)(F)F)cc1
    2	0	-13	-8	-20	7	-37	21
O=C(NCc1ccccc1F)C1CCN(C(=O)Nc2ccc(F)cc2)CC1
    -2	2	-2	6	5	29	6	-4
Cc1cc(C)c(N(C(=O)CN2C(=O)c3ccccc3S2(=O)=O)C(C(=O)NCC2CCCO2)c2ccc(F)cc2)c(C)c1 (stereo unspecified)
    26	-11	2	-4	1	-3	-2	2
Cc1nn(C)cc1NC(=O)CCSc1nc(-c2ccco2)cc(C(F)(F)F)n1
    7	20	-10	6	7	-6	11	7
COc1ccc(/C=N/NC(=O)c2nc(Cl)c(Cl)c(N)c2Cl)cc1COc1ccc(F)cc1F
    9	-74	-32	-2	8	-2	-7	-8
